# SRC2 inh: inhibits human steroid receptor coactivator 2. Q15596. HEK293 GAL4-SRC2 luciferase reporter, luminescence. inhibition, % at 9 µM. 370,000 tested, 0.17% active. AID 651957;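 active = inhibition above the mean inhibition of all tested compounds plus 3 SD, set per campaign, cut at about 52% in these data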;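 also: 0% = DMSO treated cells and 100% = cells given Gossypol at 36 µM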
# Target sequence (Q15596 whole entry, looked up, the tested form may be a part): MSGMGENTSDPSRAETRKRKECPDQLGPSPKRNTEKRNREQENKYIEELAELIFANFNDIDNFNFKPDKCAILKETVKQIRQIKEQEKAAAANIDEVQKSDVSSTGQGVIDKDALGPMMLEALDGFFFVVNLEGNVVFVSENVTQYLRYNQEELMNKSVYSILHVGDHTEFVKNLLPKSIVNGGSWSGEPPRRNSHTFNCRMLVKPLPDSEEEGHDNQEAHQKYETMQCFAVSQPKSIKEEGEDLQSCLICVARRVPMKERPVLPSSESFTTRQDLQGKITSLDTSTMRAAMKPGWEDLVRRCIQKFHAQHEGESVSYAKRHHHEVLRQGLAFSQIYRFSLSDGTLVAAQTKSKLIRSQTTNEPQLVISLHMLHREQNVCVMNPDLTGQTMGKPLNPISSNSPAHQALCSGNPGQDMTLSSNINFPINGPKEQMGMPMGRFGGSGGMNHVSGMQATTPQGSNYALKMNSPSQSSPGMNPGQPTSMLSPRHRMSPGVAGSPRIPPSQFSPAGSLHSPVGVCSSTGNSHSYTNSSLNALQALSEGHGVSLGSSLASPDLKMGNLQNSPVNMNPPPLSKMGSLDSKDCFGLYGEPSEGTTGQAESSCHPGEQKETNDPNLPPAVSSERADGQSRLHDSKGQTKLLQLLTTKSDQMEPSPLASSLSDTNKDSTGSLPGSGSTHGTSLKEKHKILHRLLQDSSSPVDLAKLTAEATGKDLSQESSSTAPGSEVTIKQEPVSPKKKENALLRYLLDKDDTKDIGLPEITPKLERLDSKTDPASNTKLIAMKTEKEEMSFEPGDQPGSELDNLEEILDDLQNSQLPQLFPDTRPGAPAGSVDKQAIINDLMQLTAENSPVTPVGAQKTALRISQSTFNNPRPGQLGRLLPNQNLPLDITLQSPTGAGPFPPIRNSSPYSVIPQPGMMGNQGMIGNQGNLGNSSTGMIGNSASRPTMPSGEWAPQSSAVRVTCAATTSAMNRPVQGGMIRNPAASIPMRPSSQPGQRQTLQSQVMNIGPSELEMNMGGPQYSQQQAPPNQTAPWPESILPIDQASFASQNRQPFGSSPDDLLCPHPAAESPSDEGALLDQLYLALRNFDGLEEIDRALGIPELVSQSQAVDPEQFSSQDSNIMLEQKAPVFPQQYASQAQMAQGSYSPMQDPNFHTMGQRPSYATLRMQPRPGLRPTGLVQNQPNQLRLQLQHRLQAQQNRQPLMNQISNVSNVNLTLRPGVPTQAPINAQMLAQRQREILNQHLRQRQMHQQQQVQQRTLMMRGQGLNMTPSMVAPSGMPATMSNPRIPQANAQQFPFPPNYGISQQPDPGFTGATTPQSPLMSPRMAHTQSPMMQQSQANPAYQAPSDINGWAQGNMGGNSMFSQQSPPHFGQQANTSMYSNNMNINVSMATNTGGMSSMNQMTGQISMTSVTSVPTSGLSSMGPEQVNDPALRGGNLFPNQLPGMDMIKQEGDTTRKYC
# NOD2-RIPK2 inh: inhibitors of human NOD2-RIPK2 interaction; CHO BLA complementation NOD2-RIPK2, CCF4 ratio; inhibition, % at 4.98 µM; AID 624267; 360,000 tested, 0.38% active; O43353; in the data active = inhibition above about 21%;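 also: 0% = vehicle only and 100% = reference blocker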
# LMP1 NFkB inh: inhibitors of Epstein-Barr LMP1-induced NF-kappaB reporter | LMP1-induced NF-kappaB luciferase reporter cells, luminescence | inhibition, % at 12.5 µM | 350,000 tested, 0.69% active | AID 504558; in the data active = inhibition above about 41%;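 also: 0% = neutral control wells and 100% = reference inhibitor control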
# Vif imaging: HIV Vif inhibition. inhibition, % at 7.49 µM. 340,000 tested, 0.35% active. HEK293T cells, Vif self-association by quenched fluorescence, imaging, 24 h; in the data active = inhibition above about 50%, passing the limit was not always enough; also: some results filed as inactive read as strong as hits
# TROY NFkB inh: TROY signaling inhibition; Q293 LMP1-TROYcd NF-kB luciferase reporter, 4 h; 360,000 tested, 0.98% active; AID 1347056; inhibition, % at 10 µM;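 active = compounds whose plate-normalised and pattern-corrected inhibition of the luciferase reporter signal at the single screening dose is 50% or more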
# LRH-1 inv ag: inverse agonists of human LRH-1 (NR5A2); HEK293T StAR-luciferase reporter, LRH-1 transfected, 24 h; 360,000 tested, 0.13% active; inhibition, % at 3.6 µM; O00482; AID 602396;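 active = inhibition above the mean inhibition of all tested compounds plus 3 SD, cut at about 73% in these data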;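 also: 0% = DMSO wells and 100% = reporter-only cells lacking LRH-1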
# NCOA3 inh: inhibits human SRC3 coactivator; Q9Y6Q9; HEK293 GAL4-SRC3 luciferase reporter, luminescence; inhibition, % at 3.6 µM; 360,000 tested, 0.17% active; AID 588352;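 active = inhibition above a per-campaign cutoff, the mean of all compounds plus 3 SD, cut at about 60% in these data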;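 also: 0% = DMSO-treated cells and 100% = gossypol-treated cells at 36 µM; higher means less SRC3-driven luciferase light from the GAL4 reporter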
# SRC1 inh: inhibitors of human steroid receptor coactivator 1 (SRC1); HEK293 GAL4-SRC1 luciferase reporter, luminescence; Q15788; AID 588354; inhibition, % at 3.6 µM; 360,000 tested, 0.12% active;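 active = inhibition above the campaign mean plus 3 SD, with each screening campaign given its own cutoff, cut at about 60% in these data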;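 also: 0% = DMSO treated cells and 100% = gossypol at 36 µM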
# TRAIL sens C8: caspase-8 TRAIL sensitization; NB7+C8 cells + TRAIL, ATPlite viability luminescence; inhibition (viability loss, TRAIL sensitization), % at 10 µM; 360,000 tested, 1% active; AID 624354;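 active = compounds causing at least 50% loss of cell viability in the single-dose screen, relative to plate controls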
# COUP-TFII inh: NR2F2 (human) inhibition, primary screen. P24468. HEK293T NGFI-A luciferase reporter, luminescence. inhibition, % at 8.6 µM. 370,000 tested, 0.7% active;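 active = inhibition above a per-plate cutoff, mean inhibition of test wells between control levels plus 3 SD, cut at about 38% in these data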;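 also: cells cotransfected with COUP-TFII expression vector driving the NGFI-A reporter; 0% = median of COUP-TF2 test wells and 100% = reporter-only cells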
# TLR9-MyD88 inh: TLR9-MyD88 interaction inhibition | CHO BLA complementation TLR9-MyD88, CCF4 FRET ratio | AID 504734 | 340,000 tested, 0.21% active | inhibition, % at 4.98 µM;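 active = inhibition above the mean over all tested compounds plus 3 SD, cut at about 21% in these data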;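 also: 0% = DMSO only wells and 100% = clavulanate BLA inhibitor control wells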
# * hit, by the source's call; . = no result given. A portion of the library; count on the stated rates, not on these rows.
SMILES,SRC2 inh,NOD2-RIPK2 inh,LMP1 NFkB inh,Vif imaging,TROY NFkB inh,LRH-1 inv ag,NCOA3 inh,SRC1 inh,TRAIL sens C8,COUP-TFII inh,TLR9-MyD88 inh
O=C(CSc1nnc2scc(-c3ccccc3)n12)NCC1CCCO1 (centres undefined),-10,-10,-1,0,-2,21,-12,14,-6,-1,0
CCN(Cc1ccccc1)C(=O)c1cc(-c2ccc(OC)c(OC)c2)nc2ccccc12,4,-4,16,11,-20,-8,-57,2,-11,13,-23
O=C1N(c2ccccc2)C(c2ccccc2)N2CCCN12 (centres undefined),6,1,-1,8,-2,16,23,15,-1,10,-10
O=C1C(=O)N(c2nccs2)C(c2ccccc2F)/C1=C(\O)c1ccc2c(c1)OCCO2 (centres undefined),-31,-2,16,4,21,28,13,-4,13,4,-7
O=C1CCc2cc(S(=O)(=O)N3CCCCC3)cc3c2N1CCC3,-11,-5,-4,-8,-11,5,11,6,-12,2,-3
CCOC(=O)c1sc(=NC(=O)c2ccc(OC(C)C)cc2)n(C)c1C,-14,-9,3,-3,12,12,12,1,15,-4,6
N#C/C(=C1\CCCN1)c1nc(-c2ccccc2)cs1,-13,-8,-2,61*,-3,-43,-30,-11,-2,-40,-2
Cc1cc(Cl)ccc1NC(=O)C(=O)N/N=C/c1ccc2c(c1)OCO2,12,4,3,-2,5,9,3,-56,2,-2,0
C[C@@H]1CN([C@H](C)CO)C(=O)CCCn2cc(nn2)CO[C@H]1CN(C)C(=O)Nc1ccc2c(c1)OCCO2,-17,9,3,11,-52,-22,-10,-19,-10,11,-5
CCOC(=O)N1CCN(Cc2ccc3c(c2)OCO3)CC1,-20,-1,-6,-13,-5,15,1,4,1,2,-2
O=C(NCc1ccc2c(c1)OCO2)c1c(O)nc2sccn2c1=O,-26,5,6,-6,-22,6,9,9,-4,-16,-1
Cc1onc(-c2ccccc2)c1C(=O)OCCOc1cccc(Cl)c1,3,-11,-10,2,-28,14,-9,18,-15,16,-4
Cc1cc(C(=O)CSc2n[nH]c(N)n2)c(C)n1C1CC1,-24,-3,2,1,-15,-3,1,-6,-4,4,-14
O=C(N[C@H]1CCC(=O)N(CCSc2ccc(Br)cc2)CC1)OCc1ccccc1,-2,14,-4,-9,28,5,-13,1,10,19,4
O=C(NCCCCNC(=O)c1ccc(Br)cc1)c1ccc(Br)cc1,-20,-5,1,4,-22,8,-2,-2,13,10,0
Cc1ccc(SCC(=O)NNC(=O)c2ccc(S(C)(=O)=O)cc2)cc1,4,-8,9,10,-8,8,11,-11,-7,6,5
O=C1CCc2cc(S(=O)(=O)N3CCN(c4cccc(Cl)c4)CC3)ccc2N1,11,8,1,12,-30,0,-1,-3,-5,25,9
O=C(Nc1cc(S(=O)(=O)N2CCOCC2)ccc1Oc1ccc(F)cc1)C1=COCCO1,-2,-1,-3,-2,17,2,-11,2,4,-16,1
COc1ccc(Nc2ccc(C(F)(F)F)cc2[N+](=O)[O-])cn1,-5,-1,-8,0,-48,-20,8,-6,-12,3,1
Cc1cc(S(=O)(=O)N2CCOCC2)ccc1OCC(=O)N1CCC(C(N)=O)CC1,-5,2,3,23,-5,-1,-2,-14,-13,8,3
Cc1oc(C)c(C(N)=O)c1C(N)=O,-8,-8,3,3,19,5,5,4,6,-2,0
CC(C)(C)NC(=O)C1CCCN(S(=O)(=O)c2ccc(-n3cnnn3)cc2)C1 (centres undefined),-1,5,-1,17,-12,9,-11,-1,-7,7,-6
CSc1nc(N)nc(SCC(=O)OC(C)C)c1C#N,-16,4,-16,3,-25,-6,-18,-3,-6,-32,-4
CN(C(=O)C1CCN(c2ncnc3c2nc2n3CCCCC2)CC1)C1CCCCC1,-20,-6,-2,8,-3,9,-5,-20,-8,6,0
CCC(C)(C)NC(=O)c1ccc2c(c1)N(CC(=O)NC1CCCC1)C(=O)C(C)(C)O2,30,-16,-4,-7,-8,-7,-11,15,-8,19,7
Cc1ccc(C)c(NC(=S)N2CCC(NC(=O)c3ccccc3)CC2)c1,-13,-9,-7,14,-6,4,-10,6,-9,15,-5
O=C(NCCNS(=O)(=O)c1ccc(Cl)cc1)c1cc(OCC(F)(F)F)ccc1OCC(F)(F)F,5,0,3,2,-32,4,20,-10,-12,-1,-4
COc1ccc2c(=O)c3c(=O)n(CCc4ccccc4)c(C(C)C)nc3oc2c1,-19,1,8,-7,-9,0,33,-52,-1,4,-17
CC1CCN(C(=O)CSc2nc(N)cc(N)n2)CC1,-13,-6,3,2,8,5,-14,-5,1,4,-1
COC(=O)C[C@@H]1OC[C@H](Cc2ccccc2)N1S(=O)(=O)c1ccc(C)cc1,-17,-15,.,.,.,-13,.,.,-5,-8,.
CN(C(=O)c1ccc(NC(=O)Cc2ccc([N+](=O)[O-])cc2)cc1)C1CC1,-11,5,-2,-6,12,-23,-11,-18,-5,-13,-11
Cc1ccc2c(c1)c1c3n2CCN=C3CCC1,-14,4,6,11,-19,-14,-10,-3,-10,12,-9
CCNC(=O)N(C)C[C@H]1N[C@@](Cc2ccccc2)(C(=O)OC)[C@H]2C(=O)N(C)C(=O)[C@@H]12,12,-8,-17,-1,-4,8,0,6,-10,7,-2
O=C(Cn1c2[n+](c3ccc(C(F)(F)F)cc31)CCCCC2)c1ccc2c(c1)OCCO2,-16,0,-1,-3,5,2,-6,7,15,4,-1
Cc1ccc(S(=O)(=O)N(C)C(=O)NC(=O)NS(=O)(=O)c2ccccc2)cc1,-4,0,4,2,-12,18,16,-10,-7,0,2
Cc1cc(C)c(NC(=S)N(CCN(C)C)C(C)c2cccnc2)c(C)c1 (centres undefined),-15,-15,14,7,6,-7,12,-46,-3,8,9
COc1cccc(-c2ccc(SCC(=O)NCCc3ccccc3)nn2)c1,-6,-4,-11,-6,-5,38,-11,-11,1,-3,11
CC(=O)Nc1ccc(NC(=O)C2Cc3c(-c4ccc5c(c4)OCO5)ccnc3O2)cc1 (centres undefined),4,6,.,.,9,7,4,-6,6,-7,.
Fc1ccc(-c2nnc(-c3ccc4ccccc4c3)o2)cc1,-60,-2,4,4,-48,-91,-88,-108,35,-43,-3
O=C(c1ccc(Br)o1)N1CC=C(c2ccccc2)CC1,1,-12,2,10,-7,-17,-17,-5,-5,5,7

# Shown as a hit in Vif imaging, among the entries above:
structure	SRC2 inh	NOD2-RIPK2 inh	LMP1 NFkB inh	Vif imaging	LRH-1 inv ag	NCOA3 inh	SRC1 inh	COUP-TFII inh	TLR9-MyD88 inh
N#C/C(=C1\CCCN1)c1nc(-c2ccccc2)cs1	-13	-8	-2	61*	-43	-30	-11	-40	-2

# Further entries follow:
SMILES,SRC2 inh,NOD2-RIPK2 inh,LMP1 NFkB inh,Vif imaging,TROY NFkB inh,LRH-1 inv ag,NCOA3 inh,SRC1 inh,TRAIL sens C8,COUP-TFII inh,TLR9-MyD88 inh
O=Cc1ccccc1OCCOc1ccc([N+](=O)[O-])cc1,-7,-1,4,4,-39,-4,-7,-35,2,7,-2
CCCCCCc1ccc(N2C[C@H](CCCCC)[C@@H](CC(=O)NCc3ccc(OC)cc3)C2=O)cc1,10,1,3,-3,-13,17,21,-15,-3,-6,-1
COc1ccc(C(=O)N/N=C2\CCc3ccccc32)cc1OC,6,-8,-16,15,-23,18,3,-11,-2,6,-1
CCOc1ccc(N2CC(C(=O)Nc3cc(Cl)ccc3-n3cncn3)CC2=O)cc1 (centres undefined),-15,-6,4,-8,14,-6,-11,1,10,-4,2
Cc1cc(NC(=O)COC(=O)C2=COCCO2)c([N+](=O)[O-])cc1C,4,-2,-9,6,-26,8,1,-13,3,1,2
O=C(c1ccc(S(=O)(=O)N2CCOCC2)cc1)N(c1ccccc1)C1C=CS(=O)(=O)C1 (centres undefined),.,-4,2,-9,-14,1,15,3,-11,.,2
O=C(COC(=O)c1ccc(F)cc1Cl)NC1CC1,19,3,2,4,-18,-6,4,-1,-5,-3,-4
CC(C)(C)CC(C)(C)NC(=O)/C=C/C(=O)O,24,-15,-8,5,2,-9,11,4,8,-4,6
O=C(c1cccs1)N(c1cccc(Cl)c1)C1C=CS(=O)(=O)C1 (centres undefined),-39,-15,4,.,-4,0,9,-13,-9,1,-14
OCCNc1nc2ccccc2n1-c1ccccc1,1,-5,3,0,0,3,12,-1,5,11,1
COc1ccc(-c2sc3ccc(OC)cc3c2C#CCCO)cc1,.,-9,-21,1,-18,21,6,2,3,.,2
Cc1ccc(SCC(=O)OCC(=O)NC2CCCCCC2)cc1,8,-3,4,12,-11,-2,-14,-33,-8,-10,-8
CC1(C(=O)NS(=O)(=O)c2ccccc2C(F)(F)F)CCN1C(=O)CC1CCCC1 (centres undefined),9,2,.,-3,-2,-16,16,7,-3,-4,.
CCCCCC(=O)Nc1ccc(Cl)cn1,-20,-7,-13,-1,-40,-55,3,-20,-1,-27,2
Cc1ccc(NC(=O)CCCC(=O)O)c(Br)c1,8,2,19,7,-2,-7,-5,-4,1,-11,-7
COC(=O)c1ccc(NC(=O)CSc2nc(N)c(NC(=O)c3ccc(Br)o3)c(=O)[nH]2)cc1,-12,0,-5,.,8,17,12,9,2,14,-3
CCn1ncc(/C=N/NS(=O)(=O)c2ccc(Cl)cc2)c1C,-10,13,-2,-1,-18,-8,-8,-6,-11,-4,-9
COCCSc1nnc(-c2cccc(C#N)c2)n1C,-10,-1,2,-6,6,13,19,-17,-14,-2,-6
O=C(CCC(=O)N1CCOCC1)NCCc1ccccc1,-51,-5,-5,6,-37,-24,-37,-29,-7,-6,-12
Cc1cccc(NC(=O)NNC(=O)c2ccc3ccccc3c2)c1,27,-7,4,2,-11,-4,12,-14,-2,-10,5
O=C(COc1ncnc2scc(-c3ccc(Cl)cc3)c12)NCc1ccco1,22,11,1,-6,9,30,5,-17,-16,6,5
CC1(C)CC(=O)C2=C(C1)c1c(ccc3ccccc13)NC2c1ccco1 (centres undefined),-52,3,-18,-2,2,-26,-24,-28,13,-14,-4
CC(SC1CCCC1)C(=O)Nc1ccnn1C(C)C (centres undefined),14,-3,-10,-2,5,3,14,2,-10,5,0
CCCCCOc1ccc(NC(=O)CSc2cccc3cccnc23)cc1,-2,-4,-20,-7,-12,51,15,-33,0,19,-4
CSc1nnc(CCNS(=O)(=O)c2ccc(Br)cc2)n1C,-23,4,-6,-11,-1,-6,-9,-37,-2,2,-8
c1ccc(CNCc2ccco2)cc1,-2,-12,16,2,-16,11,-6,5,-16,9,1
COc1ccc(CC(=O)OC(C)C(=O)Nc2c(C)n(C)n(-c3ccccc3)c2=O)cc1OC (centres undefined),16,-3,5,1,-4,1,-6,-18,-8,7,5
COc1ccc(C(=O)NC(=S)NNC(=O)[C@H]2C[C@@H]2c2ccccc2)cc1OC,-2,-3,-28,-2,-7,-13,11,-5,21,-5,7
COc1ccc(/C=C(\NC(=O)c2ccc([N+](=O)[O-])cc2)C(=O)N2CCOCC2)cc1,9,-18,5,-3,12,16,-7,9,-8,-11,-71
CCCCc1nc2sc3c(=O)n(N)cnc3c2c2c1CCCC2,-9,-2,-5,-2,16,-5,13,11,-11,12,-8
O=C(COc1ccc2ccc(=O)oc2c1)OCc1ccccc1,-2,-7,-3,-3,-3,-13,7,14,2,12,7
